Screens from PubChem BioAssay.
PPARg SRC-2 ag: agonists of PPARg-SRC-2 recruitment, primary screen, biochemical, HTS; Peroxisome proliferator-activated receptor gamma (Homo sapiens), P37231; PPARgamma LBD-SRC-2 recruitment; activation, % at 8 µM; hit rate 0.34% among 200,000; in the data active = activation above about 22%;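 note: 0% = vehicle and 100% = reference agonist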
Target sequence (P37231 whole entry, looked up, the tested form may be a part): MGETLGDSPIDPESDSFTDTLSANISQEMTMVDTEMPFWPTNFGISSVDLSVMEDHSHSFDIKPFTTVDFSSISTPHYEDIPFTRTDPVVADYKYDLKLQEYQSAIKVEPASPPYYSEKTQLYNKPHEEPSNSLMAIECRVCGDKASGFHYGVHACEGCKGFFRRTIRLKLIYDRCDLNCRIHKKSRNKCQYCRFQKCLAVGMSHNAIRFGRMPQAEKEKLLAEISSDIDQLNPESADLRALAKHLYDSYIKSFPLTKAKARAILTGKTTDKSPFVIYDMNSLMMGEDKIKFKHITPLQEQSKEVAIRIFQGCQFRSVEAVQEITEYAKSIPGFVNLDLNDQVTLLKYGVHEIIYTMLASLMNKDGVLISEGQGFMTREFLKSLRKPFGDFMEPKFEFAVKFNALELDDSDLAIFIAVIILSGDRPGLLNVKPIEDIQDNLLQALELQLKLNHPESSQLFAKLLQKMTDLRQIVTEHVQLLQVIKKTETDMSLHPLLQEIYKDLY
S1P3 antagonist: S1P3 receptor antagonists, primary screen, cell-based; hit rate 0.27% among 170,000; Sphingosine 1-phosphate receptor 3 (Homo sapiens), Q99500; CHO S1P3 NFAT-BLA reporter, FRET fluorescence, antagonist mode; inhibition, % at 4.98 µM;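 active = inhibition above the plate cutoff, the mean inhibition of test wells on that plate plus 3 SD, cut at about 28% in these data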;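 note: cells challenged with S1P at its EC80 of 0.8 µM; blue over green emission ratio from cleaved BLA substrate after 4 h stimulation; 0% = S1P-stimulated wells and 100% = unstimulated DMSO-only wells; some compounds past the cut are filed as inactive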
Lmaj promast: Leishmania major promastigote growth inhibition, primary screen; Leishmania major promastigotes, resazurin fluorescence viability; inhibition, % at 10 µM; hit rate 9% among 200,000; AID 1063, 2008; in the data active = inhibition above about 50%;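 note: promastigotes grown with compound for 44 hours at 28 °C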
PPARg SRC3 recr: PPARgamma agonists recruiting SRC-3 coactivator, primary screen, biochemical | Peroxisome proliferator-activated receptor gamma (Homo sapiens), P37231 | AID 731, 2007 | activation, % at 8 µM | biochemical PPARgamma/SRC-3 coactivator recruitment assay | hit rate 0.26% among 200,000; in the data active = activation above about 23%;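 note: 0% = DMSO and 100% = reference agonist; some compounds past the cut are filed as inactive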
ROMK mod: ROMK potassium channel modulators, primary screen, cell-based, thallium flux, MLSMR library | ATP-sensitive inward rectifier potassium channel 1 (Homo sapiens), P48048 | Tet-inducible ROMK, thallium flux fluorescence; actives lie on both sides | B-score at 10 µM | hit rate 2% among 130,000 | AID 1918, 2009;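 active = signal ratio slope over the read window, or its plate-corrected B-score, at least 3 SD from the plate mean, either direction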;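 note: B-score of the F/F0 ratio slope over 7 to 12 s after thallium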
Target sequence (P48048 whole entry, looked up): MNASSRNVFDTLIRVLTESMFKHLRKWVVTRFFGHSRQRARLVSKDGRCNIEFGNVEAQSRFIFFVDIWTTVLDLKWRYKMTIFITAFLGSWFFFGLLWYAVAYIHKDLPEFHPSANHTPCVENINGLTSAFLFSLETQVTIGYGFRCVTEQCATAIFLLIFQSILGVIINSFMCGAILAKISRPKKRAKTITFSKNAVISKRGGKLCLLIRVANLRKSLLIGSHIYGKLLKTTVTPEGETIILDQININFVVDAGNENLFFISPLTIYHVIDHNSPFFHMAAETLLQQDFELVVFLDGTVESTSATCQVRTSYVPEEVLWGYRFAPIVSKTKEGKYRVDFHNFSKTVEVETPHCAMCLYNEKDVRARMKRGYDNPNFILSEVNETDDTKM
Efa HMGR inh: inhibitors of E. faecalis class II HMGR, primary screen, biochemical, Enterococcus faecalis; HMG-CoA reductase (Enterococcus faecalis, mvaE); inhibition, % at 10 µM; purified E. faecalis HMGR, NADPH absorbance 340 nm kinetic; hit rate 0.41% among 190,000; AID 1066, 2008;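 active = inhibition above a set limit, the median over all tested compounds plus 3 SD, cut at about 9.5% in these data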;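 note: enzyme runs in reverse so mevalonate oxidation gives rising NADPH absorbance; 0% = complete reaction with DMSO and 100% = background rate lacking mevalonate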
SRC2 TRFRET art: TR-FRET signal artefacts, primary screen, artefact control for PPARgamma SRC-2 agonist project, biochemical; TR-FRET artefact counter-screen; stronger effect = higher value; AID 1049, 2008; TR-FRET ratio at 8 µM; hit rate 0.4% among 200,000; in the data active = TR-FRET ratio above about 2000; note: inactives centre near 1500
DTT redox prof: compounds producing H2O2 with reducing agent – biochemical, NIH compound library profiling, artefact control for MLSCN library redox annotation, primary screen; activation, % at 10 µM; DTT-dependent redox cycling H2O2, phenol red/HRP absorbance; 100% = 100 µM peroxide control, 0% = buffer; AID 878, 2007; hit rate 0.03% among 200,000;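 active = activation of at least 50% relative to the plate's high and low controls in the primary single-dose screen; inactive = activation below 50%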;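 note: compound incubated with DTT at 0.8 mM final as the reducing agent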
PPARg SRC1 recr: PPARgamma agonists recruiting SRC-1 coactivator, primary screen, biochemical; Peroxisome proliferator-activated receptor gamma (Homo sapiens), P37231; PPARgamma-SRC-1 coactivator recruitment biochemical assay; activation, % at 8 µM; hit rate 0.41% among 200,000; in the data active = activation above about 19%;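 note: 0% = DMSO and 100% = reference agonist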
RAM network inh: inhibitors of the yeast RAM network, primary screen, dse1pr::URA3 reporter, 5-FOA selection; AID 868, 2007; hit rate 1.8% among 190,000; S. cerevisiae dse1pr::URA3 reporter, 5-FOA growth OD615, 2 d; analog-sensitive cbk1-as2 kinase mutant strain; inhibition, % at 50 µM;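 active = inhibition above a set limit, 3 SD over mean compound inhibition, cut at about 8.4% in these data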;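 note: 0% = DMSO-only wells with no growth and 100% = 10 µM 1-NA-PP1 full growth; inhibition rescues growth on 5-FOA so higher OD means more RAM inhibition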
bIAP inh: bovine intestinal alkaline phosphatase inhibitors, primary screen, selectivity assay for TNAP inhibitor project, biochemical, bovine IAP, CDP-star luminescence; 190,000 tested, under 10 active; inhibition, % at 20 µM; purified bovine IAP, 30 min; alkaline phosphatase, intestinal [Bos taurus];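 active = over 50% inhibition of intestinal alkaline phosphatase at 20 µM in the single-dose screen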
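Assay system: bovine IAP enzyme; medium: DEA buffer 100 mM, pH 9.8, with MgCl2 1.0 mM, ZnCl2 0.02 mM; doses: 20 µM single dose; incubation: enzyme reaction for 30 min at room temperature; detection: CDP-star luminescence signal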
* marks the source's active call; other numbers are inactive results; . = not tested or not shown.

#	SMILES	PPARg SRC-2 ag	S1P3 antagonist	Lmaj promast	PPARg SRC3 recr	ROMK mod	Efa HMGR inh	SRC2 TRFRET art	DTT redox prof	PPARg SRC1 recr	RAM network inh	bIAP inh
1	N#CCCN(C(=O)CO/N=C/c1cccc([N+](=O)[O-])c1)c1ccccc1	9	6	7	1	.	0	1777	-0.9	2	1.3	-2
2	CCCCOc1ccc(C(NC(=O)OCC)NC(=O)OCC)cc1	4	0	1	3	-0.77	-4	1481	-0.6	4	0.7	18
3	COc1cc2nc(CN3CCC(Cc4ccccc4)CC3)[nH]c(=O)c2cc1OC	4	-7	3	-2	-0.77	-4	1688	0.3	5	0.8	-11
4	COc1ccc2c(c1)C(=O)N(c1ccccc1)C(=O)C2	-11	.	-4	4	.	0	1213	1.4	4	0.7	8
5	Cc1cccc(NC(=S)NCC2CCCO2)c1 (stereo not drawn)	-2	.	-1	-7	1.9	-7	1540	0.0	-2	0.7	0
6	Cn1c(=O)n(Cc2ccccc2)c2ccccc21	-2	-18	-7	-3	.	-5	1283	-2.9	-1	0.1	7
7	COc1cc(OC)c(NC2c3ccccc3C(=O)N2c2cc(C)ccn2)cc1Cl (stereo not drawn)	0	-13	8	3	.	-7	1538	-0.2	-2	1.5	11
8	COCCCNCCCOc1ccc(Cl)cc1C(C)(C)C	-5	-2	100*	-2	-0.85	3	1552	-0.1	-3	1.2	1
9	Cc1ccc(NC2CCCCC2NS(=O)(=O)c2ccc(Cl)cc2)cc1 (stereo not drawn)	7	9	6	3	0.033	2	1581	0.0	2	5.1	4
10	CC(CS(=O)(=O)c1ccccc1[N+](=O)[O-])N1CCOCC1 (stereo not drawn)	-3	6	-7	3	0.48	-4	1650	-0.4	-4	2.4	6
11	CCOC(=O)Cn1nc(-c2ccc(Cl)cc2)ccc1=O	-7	.	-14	0	-0.99	-2	1533	-0.4	10	-0.6	2
12	CN(Cc1ccccc1)C(=S)Nc1ccc2nc3n(c(=O)c2c1)CCCCC3	-6	6	0	0	0.36	3	1472	-2.9	9	7.0	0
13	Cc1cc(/C=N/n2cnnc2)c(C)n1-c1ccc(OCc2ccc(F)cc2)cc1	5	77*	77*	-3	.	-2	1330	2.8	-1	0.2	12
14	CCCCN(C)Cc1c(C(=O)N2CCc3ccccc3C2)nc2ccc(Cl)cn12	-1	-16	15	0	-0.45	-1	1575	0.1	-2	-1.4	-2
15	COCCCNC(=S)N(Cc1cccnc1)Cc1ccc(OC)c(OC)c1	-14	-11	89*	-3	0.43	-3	1564	0.3	-8	1.0	3
16	Cc1ccc(CNC(=S)Nc2cc(C)ccc2OC(F)F)cc1	-7	7	20	2	-1.3	1	1528	-0.2	-2	3.8	13
17	COC(=O)c1c(N=CN(C)C)c(C#N)c2n1CCCC2	3	-53	-3	2	-0.75	1	1486	-0.6	3	2.5	2
18	CCc1ccc(NC(=O)c2cc(-c3cccs3)on2)cc1	-1	3	4	2	-0.61	1	1577	0.5	4	3.4	27
19	O=C(NCCCN1CCCC1=O)c1cc(NS(=O)(=O)c2ccc(F)cc2)cc(NS(=O)(=O)c2ccc(F)cc2)c1	-3	.	-4	7	0.62	-5	1578	0.1	6	4.7	3
20	OCCC1CN(Cc2cccn2-c2cccnc2)CCN1Cc1ccccc1 (stereo not drawn)	3	-2	-3	-2	-0.97	-6	1556	-1.0	-1	0.1	-7
21	CCCn1nc2cc(C(=O)NCc3ccccc3OC)ccc2c1OCC	5	.	-1	0	0.92	-8	1433	-4.6	5	-0.7	1
22	Cc1cc(C)cc(C(=O)NCC(=O)OCC(=O)N2CCCCC2)c1	11	12	-9	0	0.021	-5	1701	0.0	0	0.7	3
23	CN1C(=O)S/C(=C/c2cccn2-c2cccc(C(=O)O)c2)C1=O	5	18	-8	6	-0.31	-9	1465	-0.8	-2	3.5	-21
24	O=C(CSC1=NC(=O)C(c2ccccc2)C(=O)N1)Nc1cccc(Cl)c1 (stereo not drawn)	11	.	-14	1	0.28	-5	1523	0.3	0	6.2	4
25	O=C(COc1ncnc2ccccc12)N1CCN(c2ccccc2)CC1	1	-8	-9	-1	-0.61	-2	1578	-1.6	4	1.7	-8
26	CCOC(=O)/C(C(C)=O)=C1\OC(=O)c2ccccc21	7	-21	0	0	0.18	-3	1382	-0.3	1	0.1	1
27	COc1ccccc1N(CC(=O)Nc1cccnc1)S(C)(=O)=O	-2	-9	-4	4	.	-5	1529	-3.3	-10	1.5	14
28	COc1cc(OC)c(-c2nn3c(-c4ccco4)nnc3s2)cc1OC	-1	-1	82*	-2	.	1	1355	-0.2	-9	0.5	-3
29	CCc1nnc(NC(=O)C2Cc3ccccc3C(=O)O2)s1 (stereo not drawn)	2	-30	-3	2	.	-5	1598	-0.9	5	1.4	4
30	CCCn1c(SCC(=O)Nc2cccc(NC(C)=O)c2)nnc1C(C)C	3	8	0	-16	0.23	-3	1346	3.6	2	2.2	5
31	N#CC1=C(N)OC2=C(C(=O)CCC2)C1c1ccncc1 (stereo not drawn)	-3	-24	-4	-11	0.22	5	1344	1.6	-10	1.9	-13
32	COCCCNC(=S)N1CCCN(c2nc3cc(C)c(C)cc3cc2C#N)CC1	7	-6	4	2	-1.4	1	1675	0.7	3	4.1	-59
33	O=[N+]([O-])c1ccc(Nc2nc(N/N=C/c3cccc(F)c3)nc(N3CCCC3)n2)cc1	-6	-11	36	-5	.	-9	1459	0.5	-1	3.6	8
34	Cc1nnc(-c2cnn(C)c2N)n1Cc1ccccc1	8	.	0	8	0.29	4	1483	0.2	2	1.5	6
35	CC1=NN(C(=O)c2cc(C)nn2C)C(O)(C(F)(F)F)C1 (stereo not drawn)	8	-3	-5	2	-0.0011	2	1744	-0.2	-2	1.0	5
36	COc1ccc(Br)cc1C1N2CC3(C)CN1CC(C)(C2)C3=O (stereo not drawn)	-9	.	0	-2	.	3	1433	-0.3	1	2.6	-2
37	Cc1cc(C(=O)NCc2cccnc2)cs1	-4	15	-3	-7	.	6	1471	2.5	-2	1.2	3
38	CCSc1nc2c(c(=O)[nH]1)C(c1ccncc1)C(C(=O)OC(C)C)=C(C)N2 (stereo not drawn)	4	.	-3	5	1.5	-7	1604	-1.5	0	-0.7	7
39	O=C(Cn1cc2c(n1)CCCC2)Nc1cc(-c2cccc(Cl)c2)no1	1	-10	-5	5	.	-9	1603	-0.1	4	0.1	17
40	Cc1cc(=O)n(CC(C)C)c(O)c1C#N	-9	10	-4	0	.	1	1373	1.8	-3	3.0	10
41	COCCCNC(=O)c1c(N)n(-c2cccc(S(N)(=O)=O)c2)c2nc3ccccc3nc12	6	-8	-6	3	.	-10	1366	-1.0	1	4.4	-6
42	Cn1c(=O)c2c(n3cnnc13)-c1ccccc1CC21CCCC1	5	.	3	-2	-1.2	-6	1681	-0.5	8	3.0	-14
43	C=C(C)C1CC=C(C)/C(=N\NC(=S)Nc2ccc(C)cc2)C1 (stereo not drawn)	-6	-6	14	5	0.67	4	1470	0.6	-3	17*	-29
44	CCOc1ccc(OCC)c(NC(=O)c2[nH]c(C)c(C(C)=O)c2C)c1	9	-1	-4	10	-0.27	3	1606	0.2	17	5.7	2
45	C[C@@H]1C[C@H](O)c2cc(Cl)ccc2N1	7	-24	-4	7	.	-3	1520	0.0	1	0.1	1
46	COC(=O)c1ccccc1NC(=O)CN1CCC(C)CC1	-5	-21	19	-3	.	4	1347	0.1	0	-0.1	2
47	CC(C)C(NC(=O)C1CCC(C(C)(C)C)CC1)C(=O)NCCCN1CCCCC1 (stereo not drawn)	6	-10	4	0	-0.79	-1	1518	-0.3	13	1.3	-30
48	Cc1cc(C(=O)Nc2cccnc2Cl)on1	8	.	-2	12	.	0	1659	-1.0	5	-0.1	10
49	Cn1c(SCc2nc3ccccc3c(=O)[nH]2)nc2ccccc21	2	-4	9	5	0.046	-1	1649	-0.3	2	3.4	-36
50	CN(C)S(=O)(=O)CC12CCC(CC1=O)C2(C)C (stereo not drawn)	12	-25	-2	0	1.1	-5	1495	-1.0	4	-0.4	-4
51	C/C(=N/O)c1cc(C(C)(C)C)c(O)c(C(C)(C)C)c1	4	.	6	-14	0.75	5	1490	0.2	-3	0.8	7
52	CCC1CCc2c(sc3ncnc(N4CCOCC4)c23)C1 (stereo not drawn)	-2	-1	1	-8	.	-1	1546	2.0	9	-0.8	-9
53	O=C(NN1C(=O)C2C3C=CC(C3)C2C1=O)c1cccc(Cl)c1 (stereo not drawn)	-3	13	-4	2	1.3	0	1440	0.1	-8	1.1	-19
54	Cc1csc(NC(=O)c2ccc(Cl)cc2[N+](=O)[O-])n1	4	11	19	-2	0.02	-3	1584	-0.2	3	1.3	5
55	O=C(Nc1cccc(S(=O)(=O)c2cccc(NC(=O)C3CC3)c2)c1)C1CC1	-2	3	99*	5	-0.8	0	1504	2.1	-5	2.1	-3
56	Cc1ccc(-n2c(=O)cc(N3CCN(Cc4ccccc4)CC3)[nH]c2=O)cc1	-2	.	-5	3	.	0	1551	-2.7	12	2.5	18
57	COc1nc(OCC#N)nc(N2CCCCC2)n1	-4	5	-1	3	0.08	-2	1440	-0.1	3	2.4	-5
58	CCOC(=O)c1c(C)[nH]c(C(=O)COC(=O)C2=NNC(=O)CC2)c1C	2	-16	-1	-2	1.5	-1	1488	-0.3	1	-0.4	4
59	O=C(N1CCCC1)C(F)(F)Oc1ccc(F)cc1	5	-21	-2	0	0.58	-1	1512	2.2	-2	2.1	-14
60	CCOc1ccc(C(Nc2ccc(C)cc2)P2(=O)OCCCO2)cc1 (stereo not drawn)	11	.	-4	-3	.	-3	1590	1.1	4	-0.5	12
61	O=C(NC1C(=O)NNC1c1ccccc1)c1ccc(F)cc1 (stereo not drawn)	6	.	-8	2	.	-1	1583	-3.5	2	0.8	-2
62	CC(C)(C)N=C1NN=C(c2cc3ccccc3o2)CS1	1	7	-6	-4	.	-4	1528	0.4	2	0.5	-3
